ABCB1 inh: blocks JC-1 efflux by human ABCB1 transporter; CCRF-Adr cells, flow cytometry; actives 0.067% (n = 190,000); inhibition, % at 6.6 µM; P08183; in the data active = inhibition above about 40%;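 also: 0% = vehicle and 100% = reference inhibitor; higher value means more JC-1 retained so stronger ABCB1 efflux block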
ABCG2 inh: human ABCG2 inhibition, ABCB1 as counter-screen. Q9UNQ0. IgMXP3 cells, JC-1 efflux, flow cytometry. inhibition, % at 6.6 µM. actives 0.1% (n = 190,000);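 active = inhibition above 80%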;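 also: 0% = DMSO and 100% = nicardipine control wells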
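Test system: IgMXP3 (ABCG2) plus far-red-tagged CCRF-Adr (ABCB1) cells. Reagent: JC-1 dye as substrate. Timing: 10 min exposure at 25 °C with rotation, no wash. Measured by: flow cytometric JC-1 green MFI at 530 nm. Read-out: percent efflux inhibition, scaled nicardipine 100% to DMSO 0%. Control set: nicardipine and DMSO wells.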
Pf gamet viab: inhibitors of late stage P. falciparum gametocyte viability. P. falciparum stage V gametocytes, ATP luminescence, 24 h. inhibition, % at 10.9 µM. actives 0.065% (n = 150,000). AID 743093;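 active = inhibition above the mean plus 3 SD of compounds within the control limits, set per campaign, cut at about 38% in these data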;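 also: 0% = DMSO wells and 100% = medium only without gametocytes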
Cdc42 wt GTP: human Cdc42 wildtype GTP binding change, either direction; P60953; GST-Cdc42 beads, Bodipy-GTP binding, flow cytometry; actives lie on both sides; percent activity (GTP binding), % at 10 µM; actives 0.2% (n = 190,000); AID 761;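 active = percent activity GTP binding at least 20 points away from the 100% baseline, either down as inhibitor or up as activator; inconclusive = compound flagged as likely green fluorescent from well-wide comparison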;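 also: median bead fluorescence of bound Bodipy-FL-GTP at 100 nM; 0% = excess unlabeled GTP control and 100% = no compound control; below 100% means less GTP binding so inhibitor and above means activator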
Target sequence (P60953 whole entry, looked up): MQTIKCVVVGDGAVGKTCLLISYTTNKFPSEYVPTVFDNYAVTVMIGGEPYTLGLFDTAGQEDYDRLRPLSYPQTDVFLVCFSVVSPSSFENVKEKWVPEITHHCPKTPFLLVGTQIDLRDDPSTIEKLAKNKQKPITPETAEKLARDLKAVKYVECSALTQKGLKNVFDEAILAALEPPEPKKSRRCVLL
HRas wt GTP bind: modulators of GTP binding to human HRas wildtype; GST-Ras wt beads, Bodipy-FL-GTP binding, flow cytometry; actives lie on both sides; GTP binding activity, % at 10 µM; actives 0.14% (n = 190,000);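 active = GTP binding activity at least 20% away from the 100% baseline, either lowered as inhibitor or raised as activator; inconclusive = flagged as likely green fluorescent, judged across all proteins in the well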;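 also: 0% = unlabeled GTP competition control and 100% = no-compound control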
Target sequence (P01112 whole entry, looked up): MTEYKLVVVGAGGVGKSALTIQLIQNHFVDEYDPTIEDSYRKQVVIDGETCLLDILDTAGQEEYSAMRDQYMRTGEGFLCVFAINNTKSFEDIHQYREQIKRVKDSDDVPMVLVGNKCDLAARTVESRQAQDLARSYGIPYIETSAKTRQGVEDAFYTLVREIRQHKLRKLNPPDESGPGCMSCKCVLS
Rac1 wt GTP bind: human Rac1 wildtype GTP binding, inhibitors and activators | GST-Rac1 beads, fluorescent GTP binding, flow cytometry; actives lie on both sides; 0 = cold GTP competed, 100 = untreated | actives 0.27% (n = 190,000) | P63000 | GTP binding activity (% of control), % at 10 µM;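 active = GTP binding activity at least 20 points away from the 100% control level, either lower or higher; inconclusive = compound flagged as likely green fluorescent, judged across all proteins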
Mcl1-Noxa inh: disrupts binding of human Mcl-1 to Noxa peptide | Q07820 | TR-FRET Mcl-1/Noxa peptide binding, 2 h | inhibition, % at 21.7 µM | actives 1.5% (n = 220,000) | AID 1022;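 active = compounds that cut the protein-peptide binding signal by more than 50% relative to plate controls in a single-dose test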;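 also: His-tagged Mcl-1 with rhodamine Noxa BH3 peptide and terbium anti-His antibody; 0% = Mcl-1 plus Noxa peptide wells and 100% = peptide-only wells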
Target sequence (Q07820 whole entry, looked up): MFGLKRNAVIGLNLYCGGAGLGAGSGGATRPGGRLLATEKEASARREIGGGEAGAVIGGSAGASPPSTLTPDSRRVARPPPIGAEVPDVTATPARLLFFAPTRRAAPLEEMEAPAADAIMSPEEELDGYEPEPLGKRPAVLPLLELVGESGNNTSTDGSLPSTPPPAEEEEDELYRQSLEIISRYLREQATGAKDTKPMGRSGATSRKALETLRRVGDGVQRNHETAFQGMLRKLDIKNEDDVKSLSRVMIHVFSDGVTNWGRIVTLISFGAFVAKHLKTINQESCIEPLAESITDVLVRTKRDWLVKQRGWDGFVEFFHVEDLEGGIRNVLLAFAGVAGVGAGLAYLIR
Rac1 act GTP bind: human Rac1 activated mutant GTP binding change; P63000; GST-Rac1 activated beads, fluorescent GTP binding, flow cytometry; actives lie on both sides; 100% means binding = to untreated wells; percent activity (GTP binding), % at 10 µM; actives 0.11% (n = 190,000); AID 764;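 active = GTP binding at least 20 percentage points away from the 100% baseline, in either direction, so actives lie on both sides; inconclusive = Compound likely fluorescent itself, or too few beads counted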
Rab7 wt GTP bind: alters GTP binding to wildtype dog Rab7 | GST-Rab7 beads, fluorescent GTP binding, flow cytometry; actives lie on both sides; untreated = 100%, excess cold GTP = 0% | GTP binding activity (percent of control), % at 10 µM | actives 0.055% (n = 190,000) | AID 758;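 active = fluorescent GTP binding to Rab7 beads changed by at least 20 points from the 100% baseline, either direction, mostly lower; inconclusive = compound itself probably fluorescent, or too few beads counted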;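 also: median green fluorescence of bound Bodipy-FL-GTP per Rab7 bead population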
Rab2 wt GTP: changes GTP binding to wildtype dog Rab2A, up or down; GST-Rab2 wt beads, Bodipy-GTP binding, flow cytometry; actives 0.19% (n = 190,000); P61105; GTP binding activity, % at 10 µM;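 active = GTP binding activity at least 20 points away from 100%, either lowered or raised; inconclusive = signal likely due to the compound's own green fluorescence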;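 also: 0% = beads with excess unlabeled GTP and 100% = no-compound control corrected for plate trend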
Avidin fluor: compound fluoresces at 488/530 nm on avidin beads; compound fluorescence 488/530 nm, flow cytometry; hits give high values; fluorescence (KMESF) at 10 µM; actives 0.38% (n = 220,000); in the data active = fluorescence above about 47; also: inactives centre near 10
Active calls of the source: *; u = inconclusive; x = no result given.

SMILES	ABCB1 inh	ABCG2 inh	Pf gamet viab	Cdc42 wt GTP	HRas wt GTP bind	Rac1 wt GTP bind	Mcl1-Noxa inh	Rac1 act GTP bind	Rab7 wt GTP bind	Rab2 wt GTP	Avidin fluor
COc1cc(OC)cc(C(=O)N[C@H](C(=O)OCC(=O)c2ccc3c(c2)NC(=O)CO3)C(C)C)c1	0.5	20	-5	98	98	103	13	95	101	99	12
CCOC(=O)N1CCC(Nc2ncnc3c2cnn3-c2ccccc2)CC1	1.6	29	x	101	100	103	-11	97	100	100	38
CCCCC(=O)N(CCOC)c1nnc(-c2cccnc2)s1	0.7	3	15	94	99	100	-2	98	102	98	10
C=CCOc1c2ccc(C(=O)NCc3ccccc3OC)cc2nn1C	0.4	2	4	105	105	100	10	99	102	102	45
COC(=O)CN1C(=O)N/C(=C/c2cc3c(cc2OC)OCO3)C1=O	0.4	1	x	100	99	102	23	95	104	99	21
CCOc1ccc(NC(=O)c2ccncc2)cc1	0.0	0	7	107	106	103	-19	101	103	106	20
O=C(NC(=S)Nn1cnc2c(cnn2-c2ccccc2)c1=O)c1ccc(Oc2ccccc2)cc1	-0.9	-7	-19	u	u	u	2	u	u	u	13
COc1ccc(-n2nc([N+](=O)[O-])c(=NCc3cccnc3)n2O)cc1	0.8	6	-25	99	101	105	-11	100	101	100	12
COc1ccc(CNC(=O)COC(=O)/C=C/c2cccc(Br)c2)cc1	-0.2	-1	4	91	91	91	-8	89	94	93	10
CN1CCN(C(=O)c2ccc(N(C)S(=O)(=O)c3cccs3)cc2)CC1	0.2	0	-3	101	101	102	0	98	106	98	9
Cc1cc(N/N=C2/CCCc3ccccc32)nc2ccccc12	2.4	7	4	97	95	98	13	93	94	96	10
COC(=O)C(CCSC)NC(=O)c1cc2c(n(-c3ccc(C)cc3)c1=O)CCCC2=O (stereo unspecified)	1.2	4	16	99	94	96	13	95	94	97	13
CC(C)C(=O)Nc1nnc(Cc2ccccc2)s1	0.8	2	x	96	96	96	13	94	94	94	4
CCOC(=O)C1CCN(CC(=O)c2c(C)[nH]c3cc(C)ccc23)CC1	0.6	2	2	105	101	104	19	102	97	104	17
CCOc1ccc(C2NC(=O)c3sc(=S)n(-c4ccccc4)c3N2)cc1 (stereo unspecified)	-3.4	-12	11	103	100	105	34	99	102	102	10
CCOc1ccc(C(=O)N2CCCN(C(=O)c3ccc(OCC)cc3)CC2)cc1	1.1	-1	x	102	99	104	7	99	97	99	12
CCn1cc(SCC(=O)NCc2ccc3c(c2)OCO3)c2ccccc21	1.1	2	x	102	101	100	6	99	103	102	6
Cc1cc(NS(=O)(=O)c2ccc(NC(=O)c3cc4ccccc4o3)cc2)nc(C)n1	1.1	2	x	95	95	93	12	95	94	94	6
Cc1ccc(NC(=O)c2cccc3c2-c2ccccc2C3=O)cc1C	1.4	11	10	85	87	91	12	91	95	86	15
O=C(C1CCCC1)N1CCN=C1SCc1cccc([N+](=O)[O-])c1	1.8	20	1	95	94	93	17	94	103	98	4
CCOc1cc(/C=C2\C(=O)N(c3cccc(C(F)(F)F)c3)C(=O)c3ccccc32)ccc1O	-1.3	-3	8	91	96	95	-6	93	98	93	5
CC(C)(C)NC(=O)CSc1nc(O)cc(=O)n1-c1ccccc1F	-0.2	0	0	96	97	100	6	94	98	95	3
COc1ccc(C2=[N+]([O-])C(C)(C)N(O)C2C)cc1 (stereo unspecified)	0.1	0	x	95	94	97	-5	94	89	93	21
O=C(NC1CCCCC1)N(Cc1nc2ccccc2c(=O)[nH]1)C1CCCC1	1.0	2	x	106	104	105	-13	100	103	104	17

Given with values under each structure: entries from further up.
Below each compound – ABCB1 inh, ABCG2 inh, Pf gamet viab, Cdc42 wt GTP, HRas wt GTP bind, Rac1 wt GTP bind, Mcl1-Noxa inh, Rac1 act GTP bind, Rab7 wt GTP bind, Rab2 wt GTP, Avidin fluor
> COc1ccc(C2=[N+]([O-])C(C)(C)N(O)C2C)cc1 (stereo unspecified)
→ 0.1, 0, x, 95, 94, 97, -5, 94, 89, 93, 21
> O=C(NC1CCCCC1)N(Cc1nc2ccccc2c(=O)[nH]1)C1CCCC1
→ 1.0, 2, x, 106, 104, 105, -13, 100, 103, 104, 17

The listing continues:
SMILES	ABCB1 inh	ABCG2 inh	Pf gamet viab	Cdc42 wt GTP	HRas wt GTP bind	Rac1 wt GTP bind	Mcl1-Noxa inh	Rac1 act GTP bind	Rab7 wt GTP bind	Rab2 wt GTP	Avidin fluor
COc1cc(OC)cc(C(=O)N[C@H](C(=O)Nc2nc3ccc(S(C)(=O)=O)cc3s2)C(C)C)c1	0.6	1	x	91	95	91	18	92	103	96	8
CN1C(=O)/C(=C/c2cn(CC(=O)NCc3ccco3)c3ccccc23)NC1=S	-0.5	-2	x	99	101	100	73*	99	103	100	10
O=C(CC12CC3CC(CC(C3)C1)C2)N1CCCC1	-0.6	8	-4	95	98	99	-37	98	103	98	12
O=C(CSc1nnnn1C1CCCCC1)Nc1ccccc1N1CCOCC1	1.3	3	11	99	99	97	-3	95	105	99	22
Cc1ccc(CNC(=O)CN(C)S(=O)(=O)c2cccc3nsnc23)cc1	0.4	1	-3	101	102	108	-3	100	101	99	4
COc1ccc(/C=C/c2nc3ccccc3n2Cc2ccc(OC)c(OC)c2)cc1	7.6	17	-8	94	94	102	7	98	94	100	14
COC(=O)c1cnc2c(C(F)(F)F)cccc2c1OC	0.3	2	1	108	108	106	16	101	104	109	17
Cc1ccc(O)c(C(=O)c2coc(=N)c(C(=O)NC(C)C)c2)c1	x	x	-4	108	105	109	-1	102	102	102	5
Cc1c(N=C2C=C(Br)C(=O)C(Br)=C2)c(=O)n(-c2ccccc2)n1C	0.7	3	10	97	98	98	49	93	102	98	10
O=C(NCc1cccnc1)c1cccc(-c2cc3ccccc3oc2=O)c1	1.6	24	9	96	93	95	19	95	95	93	7
CC(C)(C)NC(=O)C(=O)NNC(=O)c1ccco1	0.0	-1	9	96	93	95	-18	96	90	94	8
CC(=O)n1cc(Nc2ccccc2C(=O)O)c2ccccc21	0.4	1	3	106	103	104	11	101	101	102	18
Cn1c(=O)c([N+](=O)[O-])c(Cl)c2ccccc21	0.6	4	-2	92	92	95	8	91	92	90	11
Cc1ccn2c(CNCCn3cccn3)c(C(=O)N3CCCCCC3)nc2c1	-0.9	-2	10	94	96	97	32	98	95	97	5
Cc1[nH]c(=O)c(C#N)cc1-c1ccncc1	0.3	-1	x	97	95	97	-8	95	100	99	12
COc1ccc(C)cc1NC(=O)Nc1cccc(C(=O)O)c1	0.1	0	14	97	98	97	1	96	102	98	9
O=C(N/N=C/c1cccs1)c1ccccn1	0.4	3	x	109	107	107	5	105	99	105	7
COc1ccc(NC(=S)N(Cc2ccc(C(=O)O)cc2)Cc2ccc(OC)c(OC)c2)cc1	-0.5	-1	x	101	101	105	25	95	109	102	9
N=c1c2c(n(Cc3ccc(F)cc3)c3c1CCC3)CCCC2	0.1	0	20	96	99	104	-6	97	108	99	10
COc1cccc(C(=O)N2CCN(Cc3ccc4c(c3)OCO4)CC2)c1OC	0.4	-5	x	107	103	109	14	102	99	104	21
COC(=O)CCC(=O)COc1ccc(OC)cc1C#N	0.0	2	-6	104	103	107	-29	101	101	101	31
CC(C)CCNC(=O)Cn1c(=O)oc2cc(S(=O)(=O)N3CC(C)CC(C)C3)ccc21 (stereo unspecified)	0.0	0	x	93	95	98	-6	96	95	95	9
COc1ccccc1NC(=O)CN1CCN(CC(=O)Nc2ccc(F)cc2)CC1	0.7	3	-3	95	97	97	23	99	93	96	5
O=C(c1ccccc1)C1Oc2ccccc2C2CC(c3cccs3)=NN12 (stereo unspecified)	1.1	5	-17	91	92	89	-1	89	97	92	8

3 of these compounds in another layout:
COc1ccc(NC(=S)N(Cc2ccc(C(=O)O)cc2)Cc2ccc(OC)c(OC)c2)cc1
  ABCB1 inh = -0.5
  ABCG2 inh = -1
  Pf gamet viab = x
  Cdc42 wt GTP = 101
  HRas wt GTP bind = 101
  Rac1 wt GTP bind = 105
  Mcl1-Noxa inh = 25
  Rac1 act GTP bind = 95
  Rab7 wt GTP bind = 109
  Rab2 wt GTP = 102
  Avidin fluor = 9

N=c1c2c(n(Cc3ccc(F)cc3)c3c1CCC3)CCCC2
  ABCB1 inh = 0.1
  ABCG2 inh = 0
  Pf gamet viab = 20
  Cdc42 wt GTP = 96
  HRas wt GTP bind = 99
  Rac1 wt GTP bind = 104
  Mcl1-Noxa inh = -6
  Rac1 act GTP bind = 97
  Rab7 wt GTP bind = 108
  Rab2 wt GTP = 99
  Avidin fluor = 10

COc1cccc(C(=O)N2CCN(Cc3ccc4c(c3)OCO4)CC2)c1OC
  ABCB1 inh = 0.4
  ABCG2 inh = -5
  Pf gamet viab = x
  Cdc42 wt GTP = 107
  HRas wt GTP bind = 103
  Rac1 wt GTP bind = 109
  Mcl1-Noxa inh = 14
  Rac1 act GTP bind = 102
  Rab7 wt GTP bind = 99
  Rab2 wt GTP = 104
  Avidin fluor = 21

The list continues.
SMILES	ABCB1 inh	ABCG2 inh	Pf gamet viab	Cdc42 wt GTP	HRas wt GTP bind	Rac1 wt GTP bind	Mcl1-Noxa inh	Rac1 act GTP bind	Rab7 wt GTP bind	Rab2 wt GTP	Avidin fluor
CN(C)CCCNC(=O)c1ccc2[nH]c3ccccc3c2c1	0.2	1	6	95	97	94	3	95	99	95	40
CCOc1ccc(N=Nc2cc(C(C)C)ccc2O)cc1	0.9	13	x	102	100	101	18	102	103	101	4
COc1ccc(N(CC(=O)N2CCN(c3ccccc3)CC2)S(=O)(=O)c2c(C)noc2C)cc1	2.0	2	x	104	102	108	-6	99	102	101	7
Cc1ccccc1Cn1c(C(C)O)nc2ccccc21 (stereo unspecified)	0.7	2	x	98	99	95	9	96	96	97	17
Cc1ccc(CC2CC(=O)N(c3ccc(Cl)cn3)C2=O)cc1 (stereo unspecified)	-0.5	1	x	102	99	103	5	100	102	102	5
O=C(Nc1ccccc1Cl)c1cc(S(=O)(=O)N2CCCCC2)ccc1N1CCOCC1	3.2	5	-11	101	103	101	-19	98	105	103	17
Cc1cc(C)n2c(SCC(=O)NC3CCCCC3)nnc2n1	0.8	3	18	97	100	100	-19	98	106	100	8
CCCc1[nH]nc2c1C(CCC)C(C#N)=C(N)O2 (stereo unspecified)	0.8	8	33	101	99	103	13	101	100	101	11

Bioassay records as filed in PubChem.
